Peg3 imprint: qHTS Assay for Compounds that Induce Erasure of Genomic Imprints; mouse ES Peg3-LacZ reporter, beta-gal luminescence, 40 h; Potency, µM (highest dose often 60.7 µM), for the others: at the highest dose activity change, positive = activation, most hits filed as activators; 110,000 compounds, 0.02% hits; AID 1948, 2009;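 further: 0% = negative control wells on the plate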
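Readout: BetaGlo luminescence (5 min, room temp) for LacZ from the normally silent maternal Peg3 allele in female Peg3LacZ-Neo ES cells. Cells 300/well, 40 h, 37C, 5% CO2. Data normalized per plate to negative controls.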
p53ts 39C tox: qHTS Screen for Compounds that Selectively Target Cancer Cells with p53 Mutations: Cytotoxicity of p53ts Cells at the Nonpermissive Temperature. Potency, µM (titrated, usually from 46.1 µM), for inactives: top-dose activity change, negative = cell killing, actives largely listed as cytotoxic. 130,000 compounds, 1.5% hits. AID 902, 2007. H1299-p53A138V viability at 39C, ATP luminescence, 24 h; further: nearly all actives have a fitted effect of over 55% in size
IkB sig inh: IkB Signaling | ABC-DLBCL IkBa-CBG/CBR dual luciferase ratio, 4 h; response scale: scaled: untreated 0%, proteasome inhibitor 100% | Potency, µM (series often up to 57.1 µM), inactives show at the highest dose IkBa stabilization activation | 110,000 compounds, 0.04% hits; active means well fitted curve in the direction sought with a large enough effect in the signal ratio, not every such curve was filed as active; inconclusive means small, poorly fitted or top-dose-only effect, or a change in a side signal; the % refers to the signal ratio;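 further: the direction sought is a rising ratio; 0% = basal untreated cells and 100% = reference inhibitor full response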
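Luminescence ratio of IκBα-fused green versus native red beetle luciferase in OCI-Ly3 cells, 4 h post-doxycycline with compound; red signal alone, scaled from basal (0%) to zero light (-100%), flagged nonspecific or cytotoxic effects.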
p53ts 32C kill: qHTS Screen for Compounds that Selectively Target Cancer Cells with p53 Mutations: Cytotoxicity of p53ts Cells at the Permissive Temperature; H1299-p53A138V at 32C, ATP luminescence viability, 24 h; 130,000 compounds, 0.93% hits; Potency, µM (series often up to 46.1 µM), inactives show top-dose activity change, negative = cytotoxicity, actives largely listed as cytotoxic;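 further: 0% = DMSO and -100% = full killing by reference compound; nearly all actives have a fitted effect of over 55% in size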
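H1299-p53 A138V cells (temperature-sensitive p53) exposed 24 h to up to 46 uM compound at 32C, where p53 is wild-type in conformation. Viability read as ATP luminescence and normalised to DMSO and 100 uM tamoxifen. AC50 fitted with the Hill equation.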
* hit, by the source's call; ? = inconclusive; nt = no result given; [ ] = remark or other dose. Unless noted, the call rests on the fitted dose curve; in most records, active means well fitted curve in the direction sought with a large enough effect; inconclusive means small, poorly fitted or top-dose-only effect, or another doubt; inactive means no such curve, though single readings can be large; an effect the other way counts as inactive or inconclusive. Unless noted, on the % scale 0 is the no-effect control and ±100 the full control effect; potency means the concentration at half of the fitted maximal effect.

1	COc1cc(OC)nc(NC(=O)CSc2nnc(-c3ccccc3)n2C2CCCCC2)n1
2	CCOc1cccc(C(=O)Nc2cc(-c3ccc(C)cc3)no2)c1
3	COc1ccc(CCNC(=O)COC(=O)c2cnc(C)cn2)cc1OC
4	O=c1c2ccccc2oc2nc(-c3ccco3)n(CCc3ccccc3)c(=O)c12
5	c1cncc(Nc2nc(-c3cccs3)cs2)c1
6	CC(=O)Nc1cccc(NC(=O)C2CCCN2C(=O)Nc2cccc(C)c2)c1 (stereo unspecified)
7	COc1ccc(NC(=O)C2CCCN2S(=O)(=O)c2ccc3c(c2)CCC(=O)N3)c(OC)c1 (stereo unspecified)
8	COC(=O)c1ccc(NC(=O)CSc2nc3cccnc3n2C)cc1

entry no.,1,2,3,4,5,6,7,8
p53ts 32C kill,4.0%,6.8%,-1.0%,2.1%,-7.6%,6.7%,-6.9%,2.0%
Peg3 imprint,-0.8%,3.3%[10.9 µM],1.4%,-12.9%,1.1%,-0.2%,-8.2%,nt
p53ts 39C tox,12.0%,6.8%,-10.8%,3.9%,5.9%,13.0%,-9.0%,-24.0%
IkB sig inh,0.8%,?,0.2%,7.4%,-0.3%,3.9%,2.3%,nt

9	COc1ccc(C(=O)CSc2nnc(NC(=O)C3CC(=O)N(c4ccccc4)C3)s2)cc1 (stereo unspecified)
10	O=C(Nc1ccccc1)N1CCn2c1nc1ccccc12
11	COC(=O)[C@@]1(Cc2ccc(F)cc2)[C@H]2c3cc(C(=O)N4CCCC4)n(Cc4cc(C)n(C)n4)c3C[C@H]2CN1C(=O)c1ccccc1
12	CCOc1cc(C2C3=C(CCCC3=O)NC3=C2C(=O)CCC3)cc(Cl)c1O
13	CCc1ccccc1NC(=O)c1ccoc1C
14	COC(=O)C(Cc1ccccc1)NC(=O)C(N)CC(=O)O (stereo unspecified)
15	O=C(CCc1ccc(S(=O)(=O)N2CCCCC2)cc1)c1nnc(-c2ccccc2)o1
16	Cc1ccc(C)c(N2CCN(C(=O)CCS(=O)(=O)c3cccc4nonc34)CC2)c1

entry no.,9,10,11,12,13,14,15,16
p53ts 32C kill,-27.7%,-3.2%,7.3%,4.5%,5.4%,-1.0%,-6.6%,3.5%
Peg3 imprint,nt,-15.3%,-6.9%,nt,-7.2%,1.5%,-5.6%,-18.2%
p53ts 39C tox,-1.0%,-10.9%,-7.5%,7.8%,14.0%,-14.1%,-7.6%,-18.5%
IkB sig inh,nt,8.8%,nt,0.0%,1.2%,nt,?,?

17	CC(C(=O)O)c1ccc2c(c1)[nH]c1ccc(Cl)cc12 (stereo unspecified)
18	NS(=O)(=O)c1ccc(CCNc2ncnc3c2cnn3-c2cccc(Cl)c2)cc1
19	COc1ccc(C2C(C(=O)NCC3CCCO3)c3cc(OC)c(OC)cc3C(=O)N2C)cc1OC (stereo unspecified)
20	Cc1ccc(CN(C(=O)COc2cccc(Cl)c2)c2ccccn2)o1
21	Cc1cc(C)c2c(N)c(S(=O)(=O)c3ccccc3)sc2n1
22	Cc1ccc(C)c(CN2C(=O)CSc3ccc(C(=O)NCCc4ccc(Cl)cc4)cc32)c1
23	Cc1nc2cc(-c3ccccc3)nn2c(C)c1CCC(=O)Nc1ccc(F)cc1F
24	O=C(c1cccs1)N1CCCc2cc(NS(=O)(=O)c3cc(F)ccc3F)ccc21

entry no.,17,18,19,20,21,22,23,24
p53ts 32C kill,-10.3%,8.8%,2.1%,0.6%,-4.2%,-11.0%,-0.5%,0.3%
Peg3 imprint,-18.8%,-15.7%[10.9 µM],-11.4%,-9.0%[10.9 µM],-12.3%,-3.1%[10.9 µM],-8.3%[10.9 µM],-12.4%[10.9 µM]
p53ts 39C tox,-7.9%,?,-0.3%,-1.8%,-5.1%,-24.9%,-23.1%,-15.1%
IkB sig inh,nt,-0.5%,0.2%,?,?,1.4%,?,1.7%

25	N=c1n(CCN2CCOCC2)c2ccccc2n1CC(=O)c1ccc(Cl)c(Cl)c1
26	Cc1csc2c(C#N)c(=O)c3c(n12)CCC3
27	COc1ccc(-c2nnc(SC(C)C(=O)Nc3ccc4c(c3)OCCO4)o2)cc1 (stereo unspecified)
28	Clc1ccc(CSCCc2ccncc2)cc1Cl
29	Cc1ccc(C)c(Cn2c3ccccc3c3cnn(CC(=O)NCc4ccccc4)c(=O)c32)c1
30	O=C(Cn1ncc2ccsc2c1=O)N1CCN(c2ccccc2F)CC1
31	Cc1cccc(C(CC(=O)NCC2(c3ccccc3)CCCC2)c2ccccc2)c1O (stereo unspecified)
32	O=S(=O)(NCc1csc(-c2cccnc2)n1)c1cccs1

entry no.,25,26,27,28,29,30,31,32
p53ts 32C kill,-10.0%,4.3%,15.8µM*,4.0%[9.22 µM],6.4%,-10.6%,14.9%,11.0%
Peg3 imprint,-12.8%,-7.3%,-16.3%,-12.0%[10.9 µM],7.3%[10.9 µM],-5.5%[10.9 µM],-7.0%[10.9 µM],-3.0%
p53ts 39C tox,-8.6%,6.4%,12.6µM*,-16.4%[9.22 µM],15.0%,-4.2%,?,7.5%
IkB sig inh,?,-1.3%,0.7%,-1.2%[11.4 µM],?,?,?,0.5%

A draw from above in order of formula weight, largest number first:
9	COc1ccc(C(=O)CSc2nnc(NC(=O)C3CC(=O)N(c4ccccc4)C3)s2)cc1 (stereo unspecified)
16	Cc1ccc(C)c(N2CCN(C(=O)CCS(=O)(=O)c3cccc4nonc34)CC2)c1
6	CC(=O)Nc1cccc(NC(=O)C2CCCN2C(=O)Nc2cccc(C)c2)c1 (stereo unspecified)

entry no.,9,16,6
p53ts 32C kill,-27.7%,3.5%,6.7%
Peg3 imprint,nt,-18.2%,-0.2%
p53ts 39C tox,-1.0%,-18.5%,13.0%
IkB sig inh,nt,?,3.9%

(next part)
33	COCCNC(=O)CCC(=O)NNc1nc2ccccc2c2nc(C)nn12
34	Cc1sc2ncnc(N3CCCCC3C)c2c1C (stereo unspecified)
35	CCOCCOC(=O)COc1ccc(N2C(=O)c3ccccc3C2=O)cc1
36	Cn1cnnc1SCC(=O)Nc1ccc(C#N)cc1
37	COc1ccc(C(=O)Nc2ccc(C(=O)OCc3cc(=O)n4nc(C(C)C)sc4n3)cc2)cc1
38	Cc1cc(C)nc(NS(=O)(=O)c2ccc(NC(=O)CCC3COc4ccccc4O3)cc2)n1 (stereo unspecified)
39	Clc1ccc2c(c1)NC(c1ccncc1)=NC(c1cccs1)=N2
40	Cc1nc(N)sc1-c1csc(N(C)c2ccc(O)cc2)n1

entry no.,33,34,35,36,37,38,39,40
p53ts 32C kill,13.2%,2.5%,-7.4%,-8.0%,4.3%,0.6%,8.6%,-21.1%
Peg3 imprint,7.3%[10.9 µM],-15.3%,1.4%,-6.8%[10.9 µM],-7.5%[10.9 µM],0.5%,-13.7%[10.9 µM],-27.1%
p53ts 39C tox,-1.9%,-19.9%,7.6%,-1.5%,18.5%,-13.1%,9.6%,-23.5%
IkB sig inh,-0.7%,?,2.6%,0.2%,0.3%,-4.7%,?,13.4%

41	CCOC(=O)c1ccc(N2C(=O)CC(SCC(N)C(=O)OCC)C2=O)cc1 (stereo unspecified)
42	CCCCNC(=O)C1CCN(Cc2nc(-c3ccc(OC)c(OC)c3)oc2C)CC1
43	COc1ccc(C(=O)O)cc1S(=O)(=O)N(C)CCc1cccnc1
44	O=C(O)c1ccccc1C(=O)Nc1cc2c(cc1Br)-c1ccccc1C2=O
45	COc1ccc(CSc2n[nH]c(C)n2)cc1Br
46	COc1ccc(N2C(=O)CC(N3CCC(O)(c4cccc(C(F)(F)F)c4)CC3)C2=O)cc1 (stereo unspecified)
47	CC(C)=CCc1c(O)cc(C)oc1=O
48	Cc1ccc(C2CC(=O)NC3=C2C(=O)CCC3)cc1Br (stereo unspecified)

entry no.,41,42,43,44,45,46,47,48
p53ts 32C kill,1.6%,0.2%,4.9%,7.9%[9.22 µM],-6.6%,1.8%,5.4%,-1.0%
Peg3 imprint,8.6%,-10.0%[10.9 µM],-6.8%,-10.6%[10.9 µM],-10.7%,nt,2.3%,8.3%
p53ts 39C tox,-15.1%,-1.9%,-8.0%,7.0%[9.22 µM],-8.2%,3.2%,2.3%,8.3%
IkB sig inh,0.1%,-0.6%,-0.6%,1.5%[11.4 µM],-2.3%,nt,nt,-4.3%

49	CC(=O)c1c(N2CCN(C(=O)c3ccco3)CC2)nc(=S)n(-c2ccccc2)c1C
50	COc1ccccc1-c1nc(N2CCOCC2)c2ccccc2n1
51	O=C(c1cc(-c2ccccc2)on1)N1CCN(C(=O)c2ccco2)CC1
52	c1cc(CNC2=NCCCCC2)ccn1
53	CCOc1ccccc1Nc1sc(C(=O)c2ccccc2)c(N)c1C(=O)Nc1ccc(F)cc1
54	CCOc1cccc(NC(=O)C2CC(=O)N(C)C(=Nc3ccccc3)S2)c1 (stereo unspecified)
55	Cc1ccc(NC(=O)CSc2nc(-c3ccccc3Cl)nc3cc(=O)[nH]n23)c(C)c1
56	CCOc1ccc(-n2nc(CO)c(C(=O)NCc3cccc(OC)c3)n2)cc1

entry no.,49,50,51,52,53,54,55,56
p53ts 32C kill,1.9%,0.5%,-4.0%,-3.8%,-4.6%,-29.8%,20.9%,-16.6%
Peg3 imprint,8.3%,-7.3%,-9.7%,14.5%,?,-17.8%,5.1%[10.9 µM],-18.5%[10.9 µM]
p53ts 39C tox,5.6%,3.9%,-10.2%,3.1%,-30.4%,-14.4%,44.3%[activator],?
IkB sig inh,-0.8%,1.9%[11.4 µM],?,-0.1%,9.4%,?,?,?

Among those listed so far, these contain a cyano group:
26	Cc1csc2c(C#N)c(=O)c3c(n12)CCC3
36	Cn1cnnc1SCC(=O)Nc1ccc(C#N)cc1

entry no.,26,36
p53ts 32C kill,4.3%,-8.0%
Peg3 imprint,-7.3%,-6.8%[10.9 µM]
p53ts 39C tox,6.4%,-1.5%
IkB sig inh,-1.3%,0.2%

(next part)
57	CCCCCn1c(CN2CCN(C(=O)OCC)CC2)nc2c1c(=O)[nH]c(=O)n2C
58	COc1cccc(S(=O)(=O)Nc2cccc(C(=O)N3CCOCC3)c2)c1
59	CC(=O)N1CCN(Cc2cc(=O)n3cc(Cl)c(C)c(Cl)c3n2)CC1
60	CCOc1ccccc1N1C(=O)c2ccc(C(=O)O)cc2C1=O
61	Cc1c(Cl)cccc1NC(=O)CN(CCc1ccccc1)S(=O)(=O)c1ccccc1
62	Cn1c(=O)n(CCN2CCOCC2)c(=O)c2c1nc1n2CCN1c1ccc(Oc2ccccc2)cc1
63	CCOC(=O)c1[nH]c(C)c(C(=O)OCc2c(C)noc2C)c1C
64	O=C1CCCC2=C1C1(CCCCC1)N=C(Nc1nc3ccccc3o1)N2

entry no.,57,58,59,60,61,62,63,64
p53ts 32C kill,11.0%,-5.1%,-1.1%,-4.7%,-0.4%,-0.7%,5.5%,-7.7%
Peg3 imprint,-8.0%,nt,7.0%,10.2%,-13.0%[10.9 µM],-4.5%,-10.3%,-23.4%
p53ts 39C tox,8.4%,15.2%,4.7%,6.0%,-10.7%,2.7%,-4.1%,2.2%
IkB sig inh,-0.3%,nt,-0.5%,-0.9%,?,1.6%,0.8%,14.9%

65	CN(C)c1ncc2nc(-c3ccc(Cl)cc3)c(=O)n(Cc3cccs3)c2n1
66	Cc1cccc(-c2noc(C3CCCCC3)n2)c1
67	C=CCCCOc1ccc(C(=O)O)cc1
68	CC(C)Cc1nn2c(=O)cc(COC(=O)CNC(=O)c3ccc(C(C)(C)C)cc3)nc2s1

entry no.,65,66,67,68
p53ts 32C kill,-3.6%,0.9%,-1.6%,-9.1%
Peg3 imprint,-4.4%,-7.6%,-68.8%[inhibitor],-13.1%[10.9 µM]
p53ts 39C tox,-11.9%,6.5%,-0.3%,-23.5%
IkB sig inh,-1.4%[11.4 µM],-5.9%,-0.2%,2.6%

Screening results as filed in PubChem BioAssay.
